uPA surface inh – inhibitors of cell surface uPA generation. cell surface uPA generation assay, qHTS. Potency, µM (doses to about 38.3 µM), inactives show at the highest dose activity change, negative = inhibition, usual class: inhibitors. actives 0.31% (n = 330,000); active = well fitted inhibition curve with a large enough effect; inconclusive = small, poorly fitted or top-dose-only effect; inactive = no such curve, though single readings can be large or run the other way; tested in mouse RAW 264.7 cells; also: potency is read from the fitted curve at half-maximal effect; % is scaled to controls: 0 for no effect and ±100 for the full control effect; nearly all actives have a fitted effect of over 55% in size
RORgamma inh – ROR gamma (mouse) transcription inhibition; P51450; Drosophila S2 Gal4-RORgamma UAS-luciferase reporter, 20 h; Potency, µM (doses to about 53.6 µM), for the others: top-dose activity change, negative = inhibition, hits mostly inhibitors; actives 5.4% (n = 310,000); AID 2551; also: potency is read from the fitted curve at half-maximal effect; % is scaled to controls: 0 for no effect and ±100 for the full control effect; nearly all actives have a fitted effect of over 60% in size
Target sequence (P51450 whole entry, looked up, the tested form may be a part): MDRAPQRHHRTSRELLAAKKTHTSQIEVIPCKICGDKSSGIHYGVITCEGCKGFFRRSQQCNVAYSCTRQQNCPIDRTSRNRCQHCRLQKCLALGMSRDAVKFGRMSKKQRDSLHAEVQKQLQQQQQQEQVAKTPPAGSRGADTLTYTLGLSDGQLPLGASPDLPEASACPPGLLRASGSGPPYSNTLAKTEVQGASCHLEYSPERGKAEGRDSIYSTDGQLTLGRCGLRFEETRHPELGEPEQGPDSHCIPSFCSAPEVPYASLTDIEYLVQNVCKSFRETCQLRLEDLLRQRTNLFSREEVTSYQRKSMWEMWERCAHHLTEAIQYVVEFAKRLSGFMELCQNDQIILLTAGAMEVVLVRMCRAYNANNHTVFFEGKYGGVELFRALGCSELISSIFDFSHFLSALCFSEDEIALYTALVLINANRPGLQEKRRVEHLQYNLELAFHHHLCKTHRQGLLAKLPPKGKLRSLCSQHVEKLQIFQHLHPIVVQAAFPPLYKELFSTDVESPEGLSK
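Read-out: Photinus luciferase luminescence; inhibitors lower reporter signal. Insect Schneider cells with Gal4-ROR gamma fusion under metallothionein promoter, UAS reporter; 700 uM final copper sulfate induction, 20 hr, ambient temperature.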
Tb PFK inh – T. brucei PFK enzyme inhibition. Potency, µM (doses to about 57.5 µM), without a hit: top-dose activity, negative = inhibition, most hits filed as inhibitors. T. brucei PFK, ADP-Glo luminescence. O15648. actives 0.17% (n = 330,000);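 also: potency is read from the fitted curve at half-maximal effect; 0% = uninhibited 1x PFK enzyme wells and -100% = no-enzyme wells; nearly all actives have a fitted effect of over 60% in size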
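Activity is normalized to no-enzyme wells (full inhibition) and 1.25 nM enzyme wells (no inhibition). Reaction: 0.5 mM F6P, 0.1 mM ATP, 45 min RT, ADP-Glo luminescence; concentration-response curves fitted and classed by quality.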
Giardia kill – Giardia lamblia killing. Giardia lamblia trophozoite viability. activity change, % at 7.66 µM, hits read low. actives 0.15% (n = 340,000); in the data active = activity change below about -80%; inconclusive = between about -30% and that limit;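 also: parasites exposed to compound for two days anaerobically before the ATP read; % is scaled to controls: 0 for no effect and ±100 for the full control effect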
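Viability, read as ATP luminescence: trophozoites at 100 cells/well, compound added, 48 hrs anaerobic at 37 deg C, then 15-30 min room-temperature development before reading.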
FBPA coupling cs – inhibits coupling enzyme system, counter-screen for aldolase hits. coupling enzyme system counterscreen, AmpLite Red fluorescence. actives 0.67% (n = 290,000). activity change, negative = inhibition, % at 58.2 µM, hits read low; in the data active = activity change below about -30%; also: % is scaled to controls: 0 for no effect and ±100 for the full control effect
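Coupling enzymes only (glyceraldehyde-3-phosphate) + compound, at 57.5 uM final, 10 min RT; add substrate/coupling/AmpLite Red mix, 20 min RT; fluorescence ex 525/em 598 nm. Actives flag coupling-system interference.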
FLuc modulator – counter-screen for miR-21 project: firefly luciferase inhibitors or activators. actives 6.9% (n = 360,000). P08659. AID 588342. purified FLuc, Km substrates, luminescence inhibition. Potency, µM (titrated, usually from 57.5 µM), inactives show at the highest dose activity change, negative = inhibition, actives largely listed as inhibitors;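 also: potency is read from the fitted curve at half-maximal effect; plate controls were vehicle for no effect and reference inhibitor for full effect; nearly all actives have a fitted effect of over 55% in size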
Target sequence (P08659 whole entry, looked up): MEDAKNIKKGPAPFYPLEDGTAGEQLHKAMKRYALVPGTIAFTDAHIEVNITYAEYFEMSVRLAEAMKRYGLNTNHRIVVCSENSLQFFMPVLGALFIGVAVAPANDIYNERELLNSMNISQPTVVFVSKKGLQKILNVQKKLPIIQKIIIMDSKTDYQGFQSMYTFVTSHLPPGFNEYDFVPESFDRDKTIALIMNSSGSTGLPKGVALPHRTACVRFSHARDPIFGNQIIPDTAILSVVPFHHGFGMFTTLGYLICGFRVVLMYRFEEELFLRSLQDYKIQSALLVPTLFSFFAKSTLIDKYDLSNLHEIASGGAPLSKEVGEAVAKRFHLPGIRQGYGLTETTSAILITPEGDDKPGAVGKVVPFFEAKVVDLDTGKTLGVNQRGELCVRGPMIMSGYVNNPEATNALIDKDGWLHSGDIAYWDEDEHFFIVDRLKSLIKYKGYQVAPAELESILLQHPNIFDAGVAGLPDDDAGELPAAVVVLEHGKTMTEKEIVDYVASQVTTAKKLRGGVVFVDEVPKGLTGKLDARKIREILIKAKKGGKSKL
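Biochemical qHTS of compounds, final roughly 60 µM downward over six points, against 10 nM purified firefly luciferase using Km concentrations of substrates (10 uM D-luciferin, 10 uM ATP) in Tris acetate pH 7.5 buffer; luminescence output.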
VP16 counter – inhibits Gal4-VP16 luciferase reporter, ROR gamma counter-screen; Drosophila S2 Gal4-VP16 UAS-luciferase, luminescence, 20 h; Potency, µM (top dose mostly 53.6 µM), for the others: at the highest dose activity, negative = inhibition, actives largely listed as inhibitors; actives 3.5% (n = 310,000);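 also: Gal4-VP16 expression switched on by copper sulfate through the metallothionein promoter; potency is read from the fitted curve at half-maximal effect; % is scaled to controls: 0 for no effect and ±100 for the full control effect; nearly all actives have a fitted effect of over 50% in size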
ELG1 genotox – inducers of genotoxicity in HEK293T ELG1-luciferase cells; HEK293T ELG1-luciferase reporter, luminescence, 16 h; actives 1.3% (n = 330,000); Potency, µM (highest dose often 46 µM), for the others: top-dose activity change, positive = activation, actives largely listed as activators; also: potency is read from the fitted curve at half-maximal effect; % of control where 0% means no effect; nearly all actives have a fitted effect of over 60% in size
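Quantitative HTS format in 1536-well plates. HEK293T ELG1-luciferase reporter cells receive test compound and are incubated 16 hr at 37 °C, 5% CO2; ONE-Glo added, 30 min room temperature, then luminescence read.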
NPC1 promoter act – NPC1 promoter activation. Huh7 NPC1 promoter luciferase reporter, 24 h. Potency, µM (series often up to 9.22 µM), without a hit: at the top dose activation, hits mostly activators. actives 2.4% (n = 320,000). AID 485313;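 also: potency is read from the fitted curve at half-maximal effect; % of control where 0% means no effect; nearly all actives have a fitted effect of over 60% in size; reporter is driven by a mutant NPC1 promoter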
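In 1536-well qHTS, Huh7 cells harboring an NPC1 promoter–luciferase construct received compound for 24 h; activation was quantified by luminescence following luciferase reagent addition.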
KCNH2 3.1 inh – KCNH2 3.1 (human) potassium channel inhibition; U2OS KCNH2 3.1, thallium flux FluxOr; active compounds read low; activity change, % (tested at about 1.8 µM); actives 0.95% (n = 340,000);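 active = maximum activity change below -70%; inconclusive = maximum activity change from -70% to -50%; inactive = maximum activity change above -50%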;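 also: thallium influx rate constant from kinetic fluorescence after stimulation buffer; % is scaled to controls: 0 for no effect and ±100 for the full control effect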
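Thallium flux read-out: FluxOr dye with Red40 quencher in HBSS/HEPES, 45 min at RT. Rate constants from kinetic reads were normalized to positive and negative DMSO controls. Cells: U2OS virally expressing the 3.1 isoform.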
Rab9 promoter act – activators of Rab9 promoter. Huh7 Rab9 promoter-luciferase reporter, luminescence, 24 h. AID 485297. Potency, µM (titrated, usually from 9.22 µM), inactives show top-dose activation, negative = inhibition, actives largely listed as activators. actives 2.8% (n = 320,000); also: potency is read from the fitted curve at half-maximal effect; % of control where 0% means no effect; nearly all actives have a fitted effect of over 60% in size
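Luminescence read-out: Huh7 cells stably expressing Rab9-luciferase, treated 24 h with compound at 37 °C, then lysed with luciferase reagent for 10 min at ambient before reading.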
Active calls of the source: *; ? = inconclusive; nt = no result given; & = joins results of further samples; [ ] = dose if it differs, or a comment. Unless noted, calls follow the shape of the dose curve; as a rule, active = well fitted curve in the direction sought with a large enough effect; inconclusive = small, poorly fitted or top-dose-only effect, or another doubt; inactive = no such curve, though single readings can be large; an effect the other way counts as inactive or inconclusive.

SMILES	uPA surface inh	RORgamma inh	Tb PFK inh	Giardia kill	FBPA coupling cs	FLuc modulator	VP16 counter	ELG1 genotox	NPC1 promoter act	KCNH2 3.1 inh	Rab9 promoter act
Cc1noc(NS(=O)(=O)c2ccc(NS(=O)(=O)c3ccc(Cl)cc3)cc2)c1C	-2%	nt	4%	-5	nt	nt	nt	1%	nt	5	nt
Cn1c(N2CCOCC2)c(/C=N/OC(=O)c2cccnc2Cl)c2ccccc21	6%	-7%	-3%	6	0	-18%	0%[10 µM]	-13%	-43%[inhibitor]	1	-44%[inhibitor]
Cc1cccc(C(C(=O)NC2CCCC2)N(C(=O)c2csnn2)C2CC2)c1 (stereo not given)	0%	-21%	-6%	-28	0	4%	2%	-2%	0%	-1	-6%
CCS(=O)(=O)N1Cc2ccccc2CC1C(=O)Nc1nc(C)cs1 (stereo not given)	2%	-23%	1%	6	2	19µM*	-7%	?	26%	-12	?
CSc1ccc(CN(C)C(=O)C(c2ccccc2)c2ccccc2)cc1	4%	18%	11%	-14	1	1%	6%	-5%	-1%	-16	-4%
CC(C)C(NC(=O)c1ccc(Cl)cc1Cl)C(=O)NCCc1ccccn1 (stereo not given)	23%	nt	0%	-12	nt	2%	nt	1%	1%	15	1%
Cc1cc(C)n2nc(-c3cnn(C)c3C(F)(F)F)c(Cl)c2n1	-5%	-4%	2%	-2	4	8%	5%	3%	1%	-4	4%
CC(OC(=O)c1cc(=O)c2ccccc2o1)C(=O)Nc1ccc(N(C)C)cc1 (stereo not given)	8%	nt	0%	2	nt	-11%	nt	1%	-1%	-1	-2%
Cn1c(=O)[nH]c(=O)c2c1nc(CN1CCOCC1)n2CCc1ccccc1	8%	30%	-4%	-3	-2	-3%	-8%	-1%	-8%	25	1%
O=C(CN1CCOCC1)Nc1cccc(Br)c1	nt	7%	-14%	-7	1	2%	-7%	2%	-1%	-10	-6%
COCCn1nnnc1C(C(C)C)N1CCSCC1 (stereo not given)	8%	-5%	4%	-5	-4	5%	8%	0%	-7%	6	-2%
O=C(NCc1ccc(F)cc1)C1CCCN1C(=O)Nc1cccc(F)c1 (stereo not given)	-5%	-16%[1.91 µM]	-3%	12	1	3%	-19%	0%	-4%	-8	1%
O=C(O)c1ccc(-c2ccc(/C=C3\NC(=O)N(Cc4ccc(Cl)cc4)C3=O)o2)cc1	4%	32%	0%	-26	0	2%	16%	-3%	-6%	6	0%
Cc1nn(-c2ccccc2)c(C)c1/C=N/N1CCN(Cc2ccccc2)CC1	nt	-14%	nt	nt	1	nt	20%	nt	-2%[46.1 µM]	nt	-12%[46.1 µM]
COc1cccc(NC(=O)c2cc(-c3ccc(C)o3)nc3ccccc23)c1	0%	-8%	?	-2	0	?	24%	2%	18%	-8	22%
CCCCOC(=O)C1CN(c2ccccc2)N=C1C(C)=O (stereo not given)	0%	-23%	-1%	-4	-1	?	-10%	-5%	-3%	5	-1%
c1ccc(SCc2nc(-c3cccnc3)no2)cc1	-1%	-37%	-27%	35[activator]	0	11µM*	?	3.7µM*	2µM*	-7	1.4µM*
O=C1Nc2ccc([N+](=O)[O-])cc2OC1CCN1CCN(c2ccccc2)CC1 (stereo not given)	-5%	2%	-4%	-8	1	1%	4%	-5%	-1%	3	1%
Cc1cc(CNC(=O)COC(=O)c2ccc(Cl)c(N)c2)cc(C)c1O	2%	nt	-2%	-4	nt	1%	nt	-1%	15%	35	-6%
CC1=CC(C)(C)N2C(=O)C3(NCCc4c3[nH]c3ccccc43)c3cc(C)cc1c32 (stereo not given)	91%[activator]	-7%	11%	5	-2	-2%	-10%	-1%	-8%	-14	-2%
O=C(c1ccncc1)N1CCN(c2ccc3ccccc3n2)CC1	-6%	24%	1%	4	-2	5%	-9%	-6%	-1%	-2	-12%
[O-]/C(=C(\C(=S)NCCN1CCOCC1)[n+]1ccccc1)c1ccc(Cl)s1	5%	-1%	-2%	-15	0	-7%	3%	-7%	2%	-6	2%
CC(Sc1nc(-c2ccccc2)nc2c1COC(C)(C)C2)C(=O)N1CCOCC1 (stereo not given)	-6%	-14%	2%	-2	-1	1%	17%	-1%	2%	-9	1%
Clc1ccc(-c2nc3ncccn3c2Nc2ccc3c(c2)OCCO3)cc1	2%	-5%	-1%	-7	2	4%&1%	-7%	2%	-6%	4	0%
O=C(O)c1ccc(O)c(O)c1	-3%	-22%	-15%	-9	-8	1%	8%	-1%	8%	7	-1%
O=C(O)CN1C(=O)C2C3CC(C2C1=O)C1C(c2ccccc2)c2sc(=O)[nH]c2SC31 (stereo not given)	5%	13%	4%	-18	1	3%	-4%	1%	-1%	29	6%
COc1cccc(NC(=O)CNC(=O)N2CC(=O)Nc3ccccc32)c1	3%	?	2%	-9	-2	?	9%	9%	-2%	2	16%
N#CC(C#N)=c1ccc2c(c1)N1C(c3ccccc3)=CC(c3ccccc3)C3CCCCC31N=2 (stereo not given)	-1%	10%	-2%	7	0	-10%	-1%	0%	-6%	-5	-1%
CCOC(=O)c1c(C)[nH]c(C(=O)N2CCN(CC)CC2)c1C	-1%	5%	-1%	-7	-3	0%	5%	2%	-2%	10	-1%
Cc1cccc(C(=O)N[C@H](C(=O)NCc2cccs2)C(C)C)c1	-3%	nt	-4%	9	nt	nt	nt	0%	nt	1	nt
CCCCn1c(SCC(=O)NC2CCS(=O)(=O)C2)nc2ccccc2c1=O (stereo not given)	2%	-2%	1%	11	nt	0%	-2%	-1%	3%	13	-1%
Cc1ccc(N2CC(C(=O)Nc3nnc(SCC(=O)Nc4cc(C)on4)s3)CC2=O)cc1 (stereo not given)	2%	-1%	0%	8	-2	-2%	-1%	6%	-4%	24	0%
O=C(O)c1cc2nc(C3CC3)cc(C(F)(F)F)n2n1	15%	29%	0%	20	-4	-2%	0%	-1%	8%	1	-9%
O=[N+]([O-])c1ccccc1C1Nc2cccc3cccc(c23)N1	3%	1µM*	?	?	-12	4%	-1%[0.365 µM]	0%	24%	-3	15%
COc1ccc(CNC(=O)CN(C)S(=O)(=O)c2ccc(Cl)cc2)cc1	18%	2%	1%	-17	4	-2%	0%	-4%	0%	-28	-11%
COc1cc([N+](=O)[O-])ccc1NC(=O)COC(=O)C1=NN(c2ccccc2)C(=O)CC1	-5%	nt	-5%	-28	nt	nt	nt	1%	nt	11	nt
CC(CN1CCOCC1)OC(=O)/C=C/c1ccccc1 (stereo not given)	3%	29%	1%	22	0	-3%	2%	16%	-1%	3	25%
Cc1ccn2c(=O)nc(SCC(=O)N3N=C(c4cccs4)CC3c3ccc(F)cc3)nc2c1 (stereo not given)	1%	nt	-1%	-2	nt	0%	nt	2%	0%	-43	-5%
NC1=NC2(CCCCC2)N(c2ccc(F)cc2)C(N)=N1	4%	21%	0%	-6	2	2%	-13%	-1%	?	3	-3%
O=C(c1ccco1)N1N=C(c2ccc(Br)cc2)CC1(O)C(F)(F)F (stereo not given)	0%	7.1µM*	-7%	-23	-1	-12%	?	-3%	-5%	4	2%
Cc1ccc(NC(=O)CSc2nncc3ccccc23)cc1	4%	3%	0%	5	1	-25%	-4%	0%	-6%	-3	3%
CC1CCN(c2c(NCC3CCC(C(=O)NCCCc4ccccc4)CC3)c(=O)c2=O)CC1 (stereo not given)	-1%	27%	-3%	-27	10	0%	-2%	3%	-4%	6	-1%
O=C(Nc1ccc(N=Nc2ccccc2)cc1)c1ccccc1Cl	-1%	-3%	5%	-9	-1	3.8µM*	-1%	?	1.8µM*	-98*	2.5µM*
Cc1nnc(NC(=O)CCSc2ccccc2)s1	nt	34%	-1%	-7	-3	3%	-3%	8%	10%	-1	-1%
O=C(NC1CCN(C(=O)Nc2cccc(F)c2)CC1)c1ccco1	4%	-2%	-1%	-12	-1	-2%	-2%	5%	3%	21	9%
CS(=O)(=O)c1ccc2nc(NC(=O)CCS(=O)(=O)c3ccccc3)sc2c1	-15%	18µM*	5%	-13	3	-19%	?	nt	-1%	19	13%
C=CCN(CC=C)C(=O)C(=O)c1cc(C)n(-c2ccc([N+](=O)[O-])cc2)c1C	3%	?	-4%	-8	0	0%	-5%	0%	1%	-20	1%
COc1ccc(Cn2nnnc2C(c2cccs2)N2CCOCC2)cc1 (stereo not given)	1%	-1%	2%	-10	0	2%	-3%	1%	-2%	9	-4%

Screens deposited in PubChem BioAssay by National Center for Advancing Translational Sciences (NCATS).

Compounds as they come; 14% or so of the library scored in one or more.
